# All columns: NCI-60 one-dose screen, growth in % after 48 h at 10 µM unless noted; 100 = growth as untreated, 0 = no growth, -100 = all killed.
# 786-0: 786-0 renal cancer cells. hit rate 5.1% among 81,000
# SF-539: SF-539 CNS cancer; AID 1794752; hit rate 6.8% among 81,000
# PC-3: PC-3 prostate cancer cells; hit rate 3.9% among 80,000; AID 1794754
# TK-10: TK-10 renal cancer cells | hit rate 3.9% among 81,000
# U251: U251 CNS tumor cells; hit rate 5.4% among 80,000; AID 1794753
# SF-295: SF-295 CNS cancer cells. hit rate 5.6% among 79,000. AID 1794758
# DU-145: DU-145 prostate cancer | hit rate 4.2% among 81,000
# UO-31: UO-31 renal cancer; hit rate 5.2% among 81,000
# SN12C: SN12C renal cancer cells. AID 1794767. hit rate 3.8% among 81,000
# Starred values were filed as active, the others as inactive; . = no result given. How the source made its calls: active means growth percent below 10; inactive means the rest.
SMILES,786-0,SF-539,PC-3,TK-10,U251,SF-295,DU-145,UO-31,SN12C
Cc1ccccc1NC(=O)c1sc2nc3c(cc2c1N)CN(CCc1ccccc1)CC3,97,87,83,93,71,105,77,96,79
COc1cc(F)c(-c2nc3c(C)cccc3[nH]2)c(F)c1,90,99,93,94,98,98,104,84,94
ClC1C2CC(c3ccccc32)C1Cl (stereo not drawn),103,96,104,108,106,123,118,108,102
CC(=O)N[C@@H](CCC(N)=O)C(=O)O,83,113,75,107,102,.,112,66,86
O=C1CCC23OC4ON=C(c5ccccc5)C4C2C(O)c2ccccc2N13 (stereo not drawn),106,101,92,104,109,109,102,71,99
O=C(CCc1nnc(COc2ccccc2)o1)c1nc2ncccc2[nH]1,95,90,96,110,86,100,99,69,98
Cc1ccc(CNS(=O)(=O)/N=C2\NC(=O)NC2=C(Cl)Cl)cc1,37,1.7*,39,49,39,4.1*,33,85,26
CC[C@H](CC[C@@H](C)C1CC[C@H]2[C@@H]3CC=C4C[C@@H](OP(=O)(N5CC5)N5CC5)CC[C@]4(C)[C@H]3CC[C@]12C)C(C)C (stereo partly drawn),111,101,102,133,106,123,101,81,79
COc1ccc(-c2c(C)nn3c(N)c(C#N)cnc23)cc1OC,85,92,76,103,80,91,98,68,91
COC1(OC)C2C=CC1C1CC/C=C\CCC12 (stereo not drawn),104,99,97,116,92,98,115,98,103
Clc1ccc(Nc2ccnc3[nH]c4ccc(Br)cc4c23)cc1,91,107,72,117,87,97,105,74,91
CCCCCCCCCCCCCC(=O)Oc1ccc[nH]c1=O,90,99,87,84,96,97,103,.,98
CNc1nc(S(=O)c2ccc(C#N)cc2)nc2ccccc12 (stereo not drawn),97,92,89,109,83,100,41,60,69
NC(=O)C(=O)NO,102,113,96,105,113,127,114,109,98
O=C(NCc1ccc(N2CCOCC2)cc1)c1ccc(CN2CCCC2)cc1,106,100,101,101,.,.,113,88,97

# A few values from the results shown.
# UO-31 result of `Clc1ccc(Nc2ccnc3[nH]c4ccc(Br)cc4c23)cc1` : 74
# 786-0 result of `CC[C@H](CC[C@@H](C)C1CC[C@H]2[C@@H]3CC=C4C[C@@H](OP(=O)(N5CC5)N5CC5)CC[C@]4(C)[C@H]3CC[C@]12C)C(C)C` (stereo partly drawn) : 111
# 786-0 result of `O=C1CCC23OC4ON=C(c5ccccc5)C4C2C(O)c2ccccc2N13` (stereo not drawn) : 106
# PC-3 result of `O=C(NCc1ccc(N2CCOCC2)cc1)c1ccc(CN2CCCC2)cc1` : 101

# Complete entries as entered above. Order of screens: 786-0 | SF-539 | PC-3 | TK-10 | U251 | SF-295 | DU-145 | UO-31 | SN12C
# Results for NC(=O)C(=O)NO : 102 | 113 | 96 | 105 | 113 | 127 | 114 | 109 | 98
# Results for COc1cc(F)c(-c2nc3c(C)cccc3[nH]2)c(F)c1 : 90 | 99 | 93 | 94 | 98 | 98 | 104 | 84 | 94

# Returning to the listing, repeating the 3 entries before the break.
SMILES,786-0,SF-539,PC-3,TK-10,U251,SF-295,DU-145,UO-31,SN12C
CNc1nc(S(=O)c2ccc(C#N)cc2)nc2ccccc12 (stereo not drawn),97,92,89,109,83,100,41,60,69
NC(=O)C(=O)NO,102,113,96,105,113,127,114,109,98
O=C(NCc1ccc(N2CCOCC2)cc1)c1ccc(CN2CCCC2)cc1,106,100,101,101,.,.,113,88,97
CC(=O)COc1ccccc1,112,105,98,102,102,102,105,78,101
COc1cc2oc(-c3cccc(C(=O)Nc4ccc5c(c4)OCO5)c3)cc(=O)c2c(OC)c1OC,93,85,74,84,91,98,81,59,69
COC1=CC(c2ccc[nH]2)=N/C1=C\c1[nH]c(C)c(C(=O)CCCCC(=O)OCC2OC(O)C(O)C(O)C2O)c1C (stereo not drawn),110,108,91,108,98,104,112,78,96
Cc1cc2c(c(C)c1Cl)C(=O)/C(=C/c1ccc(O)c(O)c1)O2,107,100,100,119,85,103,109,72,92
COc1ccc(-n2ncn(Cc3ccc(Cn4cnn(-c5ccc(OC)cc5)c4=O)cc3)c2=O)cc1,99,90,84,111,106,92,100,65,94
O=C(OCCCl)c1ccco1,97,99,100,110,.,93,118,84,95
COc1sc(/C=N/NC(=O)c2[nH]c3ccc(Br)cc3c2-c2ccccc2)cc1Cl,-50*,-85*,4.6*,9.7*,-41*,-41*,-63*,-5.1*,-27*
Cc1ccc(C(=O)CC(O)c2coc(-c3ccc(Cl)cc3)n2)cc1 (stereo not drawn),103,107,86,104,86,98,101,79,92
COc1ccc(/C=C/C(=O)[C@@H]2CC[C@]3(CO)CC[C@]4(C)[C@H](CC[C@@H]5[C@@]6(C)CC[C@H](O)C(C)(C)[C@@H]6CC[C@]54C)[C@@H]23)cc1,93,98,65,122,86,87,93,86,91
Cc1nc2ccccc2c(=O)n1-c1cccc(OCc2cn(-c3cccc(C(=O)O)c3)nn2)c1,104,105,103,97,96,104,106,88,107
CSc1oc(-c2ccc(C)cc2)nc1S(=O)(=O)c1ccccc1,91,101,55,90,96,104,103,69,100
COc1cc(/C=C/C(=O)c2nnn(-c3ccc([N+](=O)[O-])cc3)c2C)cc(OC)c1OC,103,89,91,120,91,90,82,91,78
COc1ccc(-c2nc3sc(C)nn3c2/C=C/C(=O)c2cc(OC)c(OC)c(OC)c2)cc1,98,90,93,.,98,104,104,75,100
CCC(=O)OCc1ccccc1Cl,109,112,96,99,98,105,112,89,99
NS(=O)(=O)N(c1cc(C(F)(F)F)cc(C(F)(F)F)c1)C1CCN(Cc2ccc(F)cc2)CC1,55,83,34,81,60,82,99,36,42
Cc1ccc(-c2cc3nc(C(Cl)Cl)nc(-c4ccccc4F)n3n2)cc1,85,86,58,56,62,81,53,80,95
COc1nc(N)nc2c1N=C(c1ccc(Cl)cc1)c1ccccc1N2,95,99,97,113,99,62,99,90,87
CC#CCO[C@H]1Cc2cc3ccc(=O)oc3cc2OC1(C)C,101,97,95,95,99,102,108,80,98
COc1cccc(Br)c1OC,102,100,98,102,99,113,97,81,98
NNCCC(=O)O,98,104,100,108,.,98,108,92,98
CN1CCN(C(=O)Cn2c(-c3ccccc3)csc2=N)CC1,101,99,82,140,88,66,104,79,85
Cc1cc(Cl)ccc1NC(=O)CCl,118,102,71,106,68,110,102,76,102
COc1ccc(NC(=O)c2ccc(-c3ccccc3)cc2)c(C(N)=O)c1,106,97,93,118,98,99,102,80,97
C/C(=N/N)c1ccc([N+](=O)[O-])cc1,102,103,116,100,95,101,94,84,104
COC(=O)CCc1cc(O)c2c(c1)[C@@H](C(=O)OC)[C@H](c1ccc(O)c(O)c1)O2,94,74,85,91,71,85,95,68,95
OC(c1cccc(C(F)(F)F)c1)c1cnccc1NC1CCCCCC1 (stereo not drawn),56,74,22,60,-2.4*,14,72,29,54
COc1cc2oc(-c3cccc(NC(=O)[C@H](C)NC(=O)[C@@H](NC(=O)OC(C)(C)C)C(C)C)c3)cc(=O)c2c(OC)c1OC,79,92,82,92,88,84,96,46,80
Cc1ccc(C(=O)Nc2ccc3c(c2)/C(=C/c2ccc(C)s2)C(=O)N3C)cc1,102,89,71,156,97,77,85,67,74
Cc1ccc(-c2nc(/C=N/Nc3cc(C)nc4ccc(Cl)cc34)c(C)o2)cc1,-93*,-78*,34,-55*,-95*,17,3.2*,-100*,-81*
COc1cccc2cc(-c3cc4ccccc4[nH]3)/c(=N\Nc3ccc(Cl)cc3)oc12,92,90,75,148,94,91,100,60,88

# 3 structures already listed, arranged by molar mass, low to high.
SMILES,786-0,SF-539,PC-3,TK-10,U251,SF-295,DU-145,UO-31,SN12C
Cc1cc(Cl)ccc1NC(=O)CCl,118,102,71,106,68,110,102,76,102
COc1ccc(NC(=O)c2ccc(-c3ccccc3)cc2)c(C(N)=O)c1,106,97,93,118,98,99,102,80,97
Cc1ccc(-c2cc3nc(C(Cl)Cl)nc(-c4ccccc4F)n3n2)cc1,85,86,58,56,62,81,53,80,95

# (more compounds)
SMILES,786-0,SF-539,PC-3,TK-10,U251,SF-295,DU-145,UO-31,SN12C
Oc1ccc(CSc2nnc(-c3ccc(Br)cc3)o2)c2cccnc12,40,28,23,60,13,11,40,7.4*,45
COc1cc(/C=C/c2cn[nH]c2-c2ccc(C)cc2)cc(OC)c1OC,37,42,28,66,23,12,43,46,51
COc1cc(C2NCCc3cc4c(cc32)OCO4)cc(OC)c1OC (stereo not drawn),101,99,102,101,94,103,106,84,101
COC(=O)C1(C2CCCCCCCCCCC2=O)NC(=S)NC(=O)C1C#N (stereo not drawn),107,104,116,109,107,100,120,92,106
CC(=O)OC1(C)C=Cc2ccccc2/C1=N/S(=O)(=O)c1ccccc1 (stereo not drawn),95,91,76,147,99,96,112,71,94
CCC(C)(C)c1ccc(OCCCCCCN2CCN(c3ccc(C)c(Cl)c3)CC2)cc1,96,99,78,110,104,86,86,64,92
CCOC(=O)c1cnc2ccccn2c1=O,107,.,89,107,94,103,112,90,91
CCCC(C(O)CC)[N+](=O)[O-] (stereo not drawn),94,93,97,106,96,96,114,98,103
O=C1CC(c2ccc3c(c2)OCO3)Nc2ccccc21 (stereo not drawn),42,0.1*,17,40,15,4.5*,7.6*,44,34
COc1ccc(C2CC(c3ccccc3)=NN2c2nc(-c3ccc(Cl)cc3)c(C#N)c(=O)n2C)cc1 (stereo not drawn),95,100,78,117,.,92,108,82,98
Cc1ccc(-c2nc(C#N)c(S(=O)(=O)N3CCN(c4oc(-c5ccccc5)nc4C#N)CC3)o2)cc1,101,103,96,113,102,98,101,90,102
CC#C[C@]1(O)CC[C@H]2[C@@H]3CCC4=CC(=O)CCC4=C3[C@@H](c3ccc4c(c3)OCO4)C[C@@]21C,70,75,67,70,76,59,101,66,91
CC1CC(c2ccccc2)(c2ccccc2)CN1C (stereo not drawn),101,102,95,89,92,100,106,89,93
CCCCCn1c(=O)c2c(nc(NCCc3ccc(OC)c(OC)c3)n2C)n(C)c1=O,105,94,86,96,103,99,97,84,95
Cc1c(C(=O)NNC(=O)Nc2ccc(Cl)cc2)nnn1-c1ccc([N+](=O)[O-])cc1,97,99,105,97,96,98,106,83,88
CCN(CC)CCOc1ccc(Cl)c(C)c1,100,108,101,116,107,118,107,87,108
O=S(=O)(NC1C2CC3CC(C2)CC1C3)c1ccc2c(c1)C(=NO)c1cc(S(=O)(=O)NC3C4CC5CC(C4)CC3C5)ccc1-2 (stereo not drawn),94,99,98,88,107,93,103,90,96
CCOC(=O)c1ccc(NC(=S)NC(=O)c2cccc(NC(=O)c3ccc(C)cc3)c2)cc1,81,45,77,89,2.1*,91,105,64,31
CC1=C(C)C(=O)C(Nc2cccc(C(F)(F)F)c2)=C(Br)C1=O,97,96,71,157,87,106,105,79,97
CCCC1(C)NC(=O)NC1=O (stereo not drawn),94,99,104,93,103,100,108,89,102
C/C(=N\NC(=O)c1nc(N)n(-c2ccc(S(N)(=O)=O)cc2)n1)c1ccncc1,95,108,103,91,95,104,98,92,108
COc1ccc(C(=O)/C=C/c2ccc(Cl)cc2)cc1S(=O)(=O)Nc1c(N)nc(SC)[nH]c1=O,31,-5.5*,39,80,-4.2*,90,88,52,17
Clc1csc2ccccc12,111,107,106,108,.,118,.,90,.
